Compound activity from PubChem.
PRMT1 FP inh: PRMT1 methyltransferase inhibitors, primary screen, biochemical, fluorescence polarization. hit rate 1.3% among 370,000. inhibition, % at 2.79 µM. recombinant PRMT1, activity-based probe fluorescence polarization. AID 652257, 2013. Protein arginine N-methyltransferase 1 (Homo sapiens), Q99873;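 active means inhibition above about 21% made by adding two undisclosed values, limit read from the data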
MBD2 inh: inhibitors of MBD2 binding to methylated DNA, primary screen, biochemical, TR-FRET, DNA-binding domain, human. Methyl-CpG-binding domain protein 2 (Homo sapiens), Q9UBB5. MBD2 binding to methylated oligonucleotide. inhibition, % at 4.4 µM. hit rate 0.31% among 370,000. AID 686964, 2013; in the data active means inhibition above about 13%
NPR2 activator: human GC-B receptor activators, primary screen, HEK293 GC-B cells, cGMP TR-FRET, EC30 CNP; AID 1920062, 2024; activation, % at 10 µM; Atrial natriuretic peptide receptor 2 (Homo sapiens), P20594; 0% at EC30 CNP, 100% saturating CNP; hit rate 0.11% among 370,000;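 active means activation at 10 µM reaching about 35% in either raw or pattern-adjusted values, limit read from the data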
TDP2 inh: human TDP2 enzyme inhibitors, primary screen, biochemical, epi absorbance, recombinant enzyme; Tyrosyl-DNA phosphodiesterase 2 (Homo sapiens), O95551; T5PNP hydrolysis, p-nitrophenol absorbance 415 nm; inhibition, % at 12.8 µM; hit rate 0.34% among 370,000;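 active means inhibition above the mean of all tested compounds plus 3 SD, set per campaign, cut at about 25% in these data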;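 further: 0% = DMSO with enzyme and 100% = buffer with substrate but no TDP2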
Target sequence (O95551 whole entry, looked up): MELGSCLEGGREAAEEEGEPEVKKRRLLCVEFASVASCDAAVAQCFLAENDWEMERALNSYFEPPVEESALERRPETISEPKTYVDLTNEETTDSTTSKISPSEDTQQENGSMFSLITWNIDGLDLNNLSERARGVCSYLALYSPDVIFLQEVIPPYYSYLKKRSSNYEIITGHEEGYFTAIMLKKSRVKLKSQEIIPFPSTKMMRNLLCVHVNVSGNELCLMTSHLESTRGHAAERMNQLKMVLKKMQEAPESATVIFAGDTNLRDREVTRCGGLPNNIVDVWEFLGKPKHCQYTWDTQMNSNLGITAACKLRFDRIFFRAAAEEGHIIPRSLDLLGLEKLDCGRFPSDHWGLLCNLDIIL
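System: recombinant human TDP2 / Amount: 120 nM TDP2 per well / Also added: 5 mM T5PNP chromogenic substrate / Doses: 12.8 µM single point, 1% DMSO / Incubation: 2 h at 37 °C / Detection: p-Nitrophenol epi absorbance / Evaluation: % inhibition relative to enzyme-containing and enzyme-free wells / Repeats: singlicate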
TCR-CD3 inh: inhibitors of human TCR-CD3 interaction, primary screen, biochemical, fluorescence, TAMRA-labeled TCR probe. T-cell receptor (TCR). inhibition, % at 9.4 µM. hit rate 0.37% among 360,000. AID 651800, 2012; in the data active means inhibition above about 19%;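 further: recombinant mutant TCR 2C K166C tagged with TAMRA read by polarization; 0% = receptor in buffer alone and 100% = receptor with positive control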
LEDGF integ inh: blockers of LEDGF/p75-dependent integrase strand transfer – biochemical, TR-FRET, high throughput, primary screen | HIV-1 integrase (with human LEDGF/p75) | TR-FRET IN-LEDGF/p75 DNA integration, Eu/Cy5 | inhibition, % at 3.7 µM | hit rate 0.64% among 370,000 | AID 743269, 2014;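 active means inhibition above the screen-wide mean plus 3 SD, cut at about 13% in these data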;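 further: signal is the Cy5 over europium emission ratio at 671 and 618 nm; 0% = plate median of compound wells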
mABHD4 FP: ABHD4 inhibitors, primary screen, biochemical, fluorescence polarization, mouse | (Lyso)-N-acylphosphatidylethanolamine lipase (Mus musculus), Q8VD66 | purified mABHD4, FP-Rh probe fluorescence polarization | inhibition, % at 8.92 µM | hit rate 0.54% among 370,000;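 active means inhibition exceeding the mean over every tested compound plus 3 SD, cut at about 30% in these data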;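 further: 0% = plate median of compound wells and 100% = S159A mutant with DMSO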
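Doses – 8.92 µM, single dose · Material – wild-type mouse ABHD4 protein · Replication – single well per compound (singlicate) · Measure – percent inhibition of probe binding, normalized to plate controls · Schedule – 45 min compound pre-incubation plus 60 min probe step, 25 °C · Detection – fluorescence polarization with parallel and perpendicular emission, 525/598 nm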
HTRA1 inh: HTRA1 serine protease inhibitors, primary screen, biochemical, fluorescence polarization, HTS; Q92743; recombinant HTRA1, FP-rhodamine activity-based probe; inhibition, % at 5.96 µM; hit rate 0.5% among 340,000; in the data active means inhibition above about 36%;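 further: 0% = enzyme with DMSO and 100% = wells lacking enzyme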
SIAE inh: human SIAE inhibitors, primary screen, biochemical, fluorescence polarization, FP-Rh probe, 1536-well HTS; Sialate O-acetylesterase (Homo sapiens), Q9HAT2; SIAE FP-Rh probe binding; inhibition, % at 9.66 µM; hit rate 0.69% among 370,000; AID 1053197, 2014;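 active means inhibition above a cutoff: mean of compounds within the control limits plus 3 SD of those, cut at about 17% in these data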;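 further: 0% = plate median of compound wells and 100% = probe without SIAE protein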
Target sequence (Q9HAT2 whole entry, looked up): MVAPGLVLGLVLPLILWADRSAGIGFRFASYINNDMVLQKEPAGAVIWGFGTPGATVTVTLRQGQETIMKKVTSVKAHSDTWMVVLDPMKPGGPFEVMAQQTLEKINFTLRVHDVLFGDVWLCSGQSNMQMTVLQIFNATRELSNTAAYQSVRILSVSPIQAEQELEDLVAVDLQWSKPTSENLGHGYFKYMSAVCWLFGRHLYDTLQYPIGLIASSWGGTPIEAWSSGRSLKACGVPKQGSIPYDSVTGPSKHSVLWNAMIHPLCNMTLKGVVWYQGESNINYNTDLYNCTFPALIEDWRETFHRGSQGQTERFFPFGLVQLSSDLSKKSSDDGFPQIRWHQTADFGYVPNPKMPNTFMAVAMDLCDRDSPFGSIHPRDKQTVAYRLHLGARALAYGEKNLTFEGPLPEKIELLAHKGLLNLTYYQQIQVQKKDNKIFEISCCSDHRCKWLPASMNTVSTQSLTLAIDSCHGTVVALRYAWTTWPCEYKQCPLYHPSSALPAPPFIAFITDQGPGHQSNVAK
rCAG binder: binders of r(CAG) RNA repeats, primary screen, biochemical, fluorescence. hit rate 1.3% among 370,000. inhibition, % at 3 µM. r(CAG) RNA repeat, TO-PRO-1 dye displacement fluorescence;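 active means inhibition above the plate cutoff, the mean of all test compounds on that plate plus 3 SD, cut at about 35% in these data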;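 further: 0% = DMSO alone and 100% = 100 µM mitoxantrone as full dye displacement; higher means more dye released from RNA so lower well fluorescence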
Numbers without * were called inactive; · = not tested or not shown. The list is partial; count on the stated rates, not on these rows.

no.	canonical_smiles	PRMT1 FP inh	MBD2 inh	NPR2 activator	TDP2 inh	TCR-CD3 inh
1	CCCCC(O)C1=C[N+](=O)CC=C1 (stereo unspecified)	2	-1	1	6	-1
2	CC(CCc1ccco1)NC(=O)c1cccc2c1C(=O)N(C1CCCCC1)C2 (stereo unspecified)	3	4	7	5	1
3	CC(C)(C)NC(=O)C(c1ccc(O)cc1)N(C(=O)CCC(=O)Nc1ccccn1)c1ccc(F)cc1 (stereo unspecified)	-2	-1	-12	20	-2
4	Cc1nc(N)nc(Cl)c1CCC1OCCO1	0	2	-1	-1	-1
5	COc1ccc(C2(CNC(=O)c3cccc([N+](=O)[O-])c3)CCOCC2)cc1	0	-2	-1	3	-6
6	C/C(CC(=O)Nc1ccc2c(c1)OCCO2)=N\NC(=O)Cc1ccccc1	-1	-5	-2	10	-2
7	C=Cc1ccc(Cn2c(=O)n(CCCOC)c(=O)c3sccc32)cc1	0	2	9	11	-3
8	CS(=O)(=O)Nc1ccc2c(c1)OCC(=O)N2Cc1ccccc1	-1	1	1	8	3
9	COC(=O)c1cc2c(ccn2-c2ccc(F)cc2)n1CC(=O)C(C)(C)C	2	0	0	2	6
10	CC1CC(C)CN(C(=O)C(C)N2CCN(S(=O)(=O)c3cccs3)CC2)C1 (stereo unspecified)	0	1	1	-3	-7
11	CCCN(C(=O)CSc1ncccn1)C1CCS(=O)(=O)C1 (stereo unspecified)	-1	3	0	8	2
12	COc1ccc(NC(=O)N(C)C[C@@H]2OCc3cnnn3CCCC(=O)N([C@H](C)CO)C[C@H]2C)cc1	-1	4	-3	16	3
13	O=C(CN1C(=O)NC2(CCCCC2)C1=O)Nc1ccc(F)cc1	-4	-1	4	-5	3
14	CC(CNC(=O)COc1ccccc1)OC(=O)Nc1cccc(Cl)c1 (stereo unspecified)	1	3	-8	-10	-2
15	Cc1cccc(NC(=S)NCc2ccco2)c1C	4	-4	-2	0	-7

no.	LEDGF integ inh	mABHD4 FP	HTRA1 inh	SIAE inh	rCAG binder
1	2	-3	·	-2	3
2	1	-6	-27	-9	-3
3	0	-1	-3	5	-4
4	-3	6	8	3	0
5	0	2	-6	-7	-4
6	-2	-3	-5	2	6
7	0	3	0	-1	-7
8	-1	-3	-2	15	1
9	-1	0	-4	4	-3
10	-7	1	-5	-2	11
11	0	-6	3	-1	2
12	-5	-7	1	-1	0
13	0	-4	2	-1	-2
14	0	-5	-18	2	-1
15	0	5	4	-8	3

Further compounds:
no.	canonical_smiles	PRMT1 FP inh	MBD2 inh	NPR2 activator	TDP2 inh	TCR-CD3 inh
16	Cc1ccccc1-c1nc(CN2CCC(C(=O)NC3CCCCC3)CC2)c(C)o1	-6	-2	2	0	2
17	NNC(=O)c1cc2c(s1)-c1cc(Cl)ccc1SC2	0	3	-17	15	-11
18	CCn1c(SCC(=O)Nc2nc3ccc(OC)cc3s2)nnc1-c1ccoc1C	0	-3	-7	3	1
19	COc1ccc(CN2CCNC(=O)C2CC(=O)NCCc2nc(C)c(C)s2)c(OC)c1 (stereo unspecified)	-2	2	1	-5	-2
20	Cc1nn(C)cc1C(=O)Nc1ccc2c(c1)OCCO2	5	-4	-1	-7	-4
21	O=C(Nc1ccc(S(=O)(=O)N2CCOCC2)cc1)c1ccc(Cl)cc1	5	6	-3	3	-7
22	CCCn1nnnc1NCc1cccc(OC)c1	5	1	3	-10	-5
23	O=C(NCc1c(Cl)cccc1Oc1ccccc1)c1ccccc1	-3	4	-2	7	1
24	O=C(c1cc(Br)ccc1Cl)N1CCN(c2ncccn2)CC1	-5	-2	-4	14	4
25	O=C(NCc1ccco1)c1ccc2c(=O)n(-c3ccccc3)c(=S)[nH]c2c1	-1	-3	3	3	9
26	CN1CCN(c2ccccc2NC(=O)c2ccc(-c3ccccc3)cc2)CC1	-1	-1	-9	-8	4
27	CC(C)(C)NC(=O)CSc1nc(N)c(NC(=O)c2ccccc2F)c(=O)[nH]1	-3	5	1	-17	4
28	Cc1cccc2sc(NC(=O)C3c4ccccc4Oc4ccccc43)nc12	0	2	-7	5	-9
29	COC(=O)c1ccc(NC(=O)CS(=O)(=O)c2ccccc2)cc1	6	-1	2	-14	-7
30	Cc1cc(C)cc(OCc2nnc(SCC(=O)NC3CC3)n2C)c1	-1	3	-3	-9	1

no.	LEDGF integ inh	mABHD4 FP	HTRA1 inh	SIAE inh	rCAG binder
16	0	-7	0	2	-8
17	-1	0	·	-12	14
18	1	-15	-10	-2	-2
19	-7	8	5	3	-3
20	-1	3	12	-1	-1
21	0	-5	-14	-12	3
22	0	-8	-7	-2	2
23	1	-3	1	0	-2
24	0	-2	-6	-8	-1
25	-2	-1	-1	-8	-2
26	3	-2	-20	1	1
27	4	-4	5	-6	6
28	-1	-2	-11	-148	7
29	-1	7	4	-1	6
30	-7	1	5	0	-7

Carrying on:
no.	canonical_smiles	PRMT1 FP inh	MBD2 inh	NPR2 activator	TDP2 inh	TCR-CD3 inh
31	COc1cc(/C=C(\NC(=O)c2cc(OC)c(OC)c(OC)c2)C(=O)NC(C(=O)O)c2ccccc2)cc(OC)c1OC (stereo unspecified)	-3	3	2	-1	8
32	C=CC[n+]1c(-c2ccc(OC)c(OC)c2)csc1NNC(=O)Nc1ccccc1	3	3	-1	8	-2
33	CC(C)(C)NC(=O)CN(C(=O)CCC(=O)Nc1nccs1)c1ccc(F)c(Cl)c1	2	0	0	-1	-5
34	COc1ccccc1OCCC(=O)OCC(=O)c1[nH]c(C)c(C(C)=O)c1C	0	0	1	-3	6
35	Cc1cc(C)c(C(=O)N2CCCC(Nc3ccc(F)cc3)C2)o1 (stereo unspecified)	2	3	7	5	-7
36	O=S(=O)(c1ccc2ccccc2c1)N1CCN(c2ccc(O)cc2)CC1	6	-1	-1	4	-5
37	CCCCn1c(N)c(N(CC)C(=O)CN2C(=O)NC(C)(c3ccccc3)C2=O)c(=O)[nH]c1=O (stereo unspecified)	2	5	-6	-5	0
38	Cc1ccc(S(=O)(=O)NN(Cc2ccccc2)Cc2ccccc2)cc1	1	1	-1	3	10
39	COc1ccc(N(C(=O)c2ccc(C)cc2)S(=O)(=O)c2cccs2)cc1	-1	5	-10	14	0
40	CCOC(=O)C1CCN(C(=O)C(C)Oc2ccc(Br)cc2)CC1 (stereo unspecified)	0	1	2	-4	1
41	Nc1ccc(C(=O)Nc2ccc3nc(-c4ccncc4)[nH]c3c2)cc1	-4	-4	3	-12	-5
42	CC1(C)Cc2c(c(-c3ccco3)nc3sc4c(NCC5CCCO5)ncnc4c23)CO1 (stereo unspecified)	23*	-2	1	-9	1
43	Nc1nnc(SCc2cn3cc(Cl)ccc3n2)s1	-2	3	2	-8	-1
44	COc1cc(OC)cc(C(=O)Nn2cc(C(=O)Nc3c(F)cccc3F)c3ccccc3c2=O)c1	0	5	-4	-11	-9
45	O=C(NCC(c1cccs1)N1CCOCC1)c1cc(F)cc(F)c1 (stereo unspecified)	-3	-3	0	5	-4

no.	LEDGF integ inh	mABHD4 FP	HTRA1 inh	SIAE inh	rCAG binder
31	0	4	-1	3	15
32	0	-6	3	4	1
33	-6	-3	4	-2	-6
34	-1	-1	4	4	-6
35	-1	-1	0	3	-6
36	-4	9	1	3	8
37	-5	-8	-1	1	0
38	-4	3	0	3	2
39	-2	-5	-18	-4	4
40	1	0	1	1	-4
41	-2	0	4	-6	-2
42	1	-1	-13	0	23
43	3	2	8	2	2
44	-5	2	-28	-9	19
45	3	1	-1	10	2

(listing goes on)
no.	canonical_smiles	PRMT1 FP inh	MBD2 inh	NPR2 activator	TDP2 inh	TCR-CD3 inh
46	COc1ccc(/C=C(\NC(=O)/C=C/c2ccco2)C(=O)NCCc2nc3ccccc3[nH]2)cc1	6	-4	1	8	4
47	Cc1ccc([C@@H]2[C@@H]3C(=O)N(c4ccccc4)C(=O)[C@@H]3[C@]3(C)C(=O)N(CC4CC4)CC(=O)N23)o1	0	-4	8	-3	1
48	COc1cc(C(=O)O)ccc1OCc1ccncc1	3	-2	4	1	-2
49	CC1CCN(C(=O)c2ccc(NC(=O)CC3SC(N4CCCC4)=NC3=O)cc2)CC1 (stereo unspecified)	0	4	2	1	1
50	CN[C@H]1C[C@@H](c2ccccc2)N(C(C)=O)C[C@H]1CO	-4	-3	0	-6	1
51	CCOC(=O)c1[nH]c(C)c(C(=O)OCCOc2cccc(C)c2)c1C	1	3	7	1	-8

no.	LEDGF integ inh	mABHD4 FP	HTRA1 inh	SIAE inh	rCAG binder
46	1	3	-21	-1	4
47	1	8	1	-5	0
48	3	2	2	0	2
49	1	-1	5	-5	-3
50	4	-1	·	4	2
51	-1	0	-11	-6	0

Nothing new here: an excerpt of the list.
no.	canonical_smiles	PRMT1 FP inh	MBD2 inh	NPR2 activator	TDP2 inh	TCR-CD3 inh
47	Cc1ccc([C@@H]2[C@@H]3C(=O)N(c4ccccc4)C(=O)[C@@H]3[C@]3(C)C(=O)N(CC4CC4)CC(=O)N23)o1	0	-4	8	-3	1
48	COc1cc(C(=O)O)ccc1OCc1ccncc1	3	-2	4	1	-2
49	CC1CCN(C(=O)c2ccc(NC(=O)CC3SC(N4CCCC4)=NC3=O)cc2)CC1 (stereo unspecified)	0	4	2	1	1
50	CN[C@H]1C[C@@H](c2ccccc2)N(C(C)=O)C[C@H]1CO	-4	-3	0	-6	1
51	CCOC(=O)c1[nH]c(C)c(C(=O)OCCOc2cccc(C)c2)c1C	1	3	7	1	-8

no.	LEDGF integ inh	mABHD4 FP	HTRA1 inh	SIAE inh	rCAG binder
47	1	8	1	-5	0
48	3	2	2	0	2
49	1	-1	5	-5	-3
50	4	-1	·	4	2
51	-1	0	-11	-6	0
